FadD28 FP inh – inhibitors of FadD28 bisubstrate probe binding, primary screen, biochemical, fluorescence polarization, single point | Mycobacterium tuberculosis FadD28 fatty-acid-AMP ligase | inhibition, % at 12.5 µM | 360,000 tested, 0.22% active | AID 588549, 2011; in the data active = inhibition above about 8.5%, passing the limit was not always enough
TcdB GH inh – TcdB glycohydrolase inhibitors, primary screen, biochemical, single point, plate reader; AID 652162, 2013; inhibition, % at 9.99 µM; Toxin B (Clostridioides difficile), P18177; 350,000 tested, 0.24% active; TcdB glycohydrolase enzymatic assay; in the data active = inhibition above about 10%
Mtb BioA inh – M. tuberculosis BioA enzyme inhibitors, primary screen, biochemical, plate reader, single point, HTS. AID 602481, 2012. purified M. tuberculosis BioA enzyme. 360,000 tested, 0.096% active. inhibition, % at 9.99 µM. 7,8-diaminopelargonic acid synthase BioA (Mycobacterium tuberculosis); in the data active = inhibition above about 40%
PfHsp40 rescue – rescue of yeast from PfHsp40 toxicity, primary screen, S. cerevisiae, ATP luminescence | AID 504582, 2011 | 340,000 tested, 0.68% active | growth rescue, % at 12.5 µM | S. cerevisiae expressing PfHsp40, growth rescue; in the data active = growth rescue above about 28%, passing the limit was not always enough;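 note: yeast W303a lacking pdr1 and pdr3 grown in galactose medium; growth measured after three days at 30 °C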
Y pestis TopoI – Yersinia pestis topoisomerase I inhibitors, primary screen, biochemical, cleavage product accumulation, plate reader, single point; 360,000 tested, 0.064% active; Y. pestis Topo-I cleavage product accumulation; activity, % at 10 µM; in the data active = activity above about 50%, passing the limit was not always enough; note: inactives centre near 2
BH1578 lux ind – inducers of Vibrio cholerae quorum light production without autoinducers, primary screen, BH1578 luxS cqsA deficient, single point | V. cholerae BH1578 lux reporter, luminescence, 6 h | activation, % at 18.7 µM | 350,000 tested, 0.16% active; in the data active = activation mostly above about 9.7%, no sharp cut-off; note: not every result past the cut was called active; inactives centre near 0; reference of the scale not given here
GDH-TPI inh – GDH-TPI coupling enzyme inhibitors, primary screen, artefact control for M. tuberculosis FBA inhibitor project, biochemical, absorbance, full deck; GDH-TPI coupled enzyme counterscreen, NADH absorbance; inhibition, % at 4.8 µM; 360,000 tested, 1.2% active; AID 588335, 2011; in the data active = inhibition above about 30%;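 note: 0% = DMSO wells and 100% = wells lacking the enzyme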
Mtb FBA inh – Mtb FBA enzyme inhibitors, primary screen, biochemical, fluorescence, strain H37Rv; 360,000 tested, 2.3% active; inhibition, % at 1 µM; AID 588726, 2011; purified M. tuberculosis FBA, fluorescence read-out; in the data active = inhibition above about 27%;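 note: 0% = vehicle and 100% = reference inhibitor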
Target sequence (P9WQA3 whole entry, looked up): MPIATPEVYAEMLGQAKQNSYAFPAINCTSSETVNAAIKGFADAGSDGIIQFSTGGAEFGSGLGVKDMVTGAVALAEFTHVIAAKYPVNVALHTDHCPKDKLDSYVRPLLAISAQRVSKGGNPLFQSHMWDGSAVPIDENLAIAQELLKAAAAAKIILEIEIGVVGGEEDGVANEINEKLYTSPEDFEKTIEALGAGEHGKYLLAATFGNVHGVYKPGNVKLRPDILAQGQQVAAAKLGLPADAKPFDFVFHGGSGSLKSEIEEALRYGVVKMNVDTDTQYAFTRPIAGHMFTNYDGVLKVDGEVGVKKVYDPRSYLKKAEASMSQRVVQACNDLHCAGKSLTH
UGM FP inh – M. tuberculosis UGM enzyme inhibitors, primary screen, biochemical, fluorescence polarization, single point | purified UGM, fluorescence polarization probe displacement | inhibition, % at 10 µM | 320,000 tested, 0.06% active | AID 504406, 2011; in the data active = inhibition above about 10%, passing the limit was not always enough
Target sequence (P9WIQ1 whole entry, looked up): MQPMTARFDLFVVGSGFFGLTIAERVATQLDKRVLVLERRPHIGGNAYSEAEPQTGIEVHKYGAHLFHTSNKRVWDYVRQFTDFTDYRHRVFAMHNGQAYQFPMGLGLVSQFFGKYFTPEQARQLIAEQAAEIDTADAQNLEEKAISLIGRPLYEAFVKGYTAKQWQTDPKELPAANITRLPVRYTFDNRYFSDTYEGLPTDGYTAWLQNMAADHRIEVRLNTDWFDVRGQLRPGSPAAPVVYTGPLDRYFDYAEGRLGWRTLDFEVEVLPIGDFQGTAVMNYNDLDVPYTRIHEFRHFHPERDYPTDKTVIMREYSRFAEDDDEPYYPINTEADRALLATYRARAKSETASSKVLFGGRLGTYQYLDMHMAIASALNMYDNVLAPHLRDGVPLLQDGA
The depositor's hits bear a star; i = inactive; . = no result given.

canonical_smiles	Mtb FBA inh	TcdB GH inh	UGM FP inh	FadD28 FP inh	GDH-TPI inh	BH1578 lux ind	Y pestis TopoI	Mtb BioA inh	PfHsp40 rescue
CC(=O)N1CCN(C(=O)c2ccc(S(=O)(=O)Nc3cccc(C(F)(F)F)c3)cc2)CC1	2.8	0.7	-1.4	3.8	7.9	i	-9.8	.	0.0
Cc1ccccc1OC(C)C(=O)Nc1ccc(S(=O)(=O)Nc2nccs2)cc1 (stereo unspecified)	0.9	-0.3	0.6	0.9	0.7	-0.5	7.9	0.7	0.1
CCc1nc2ccc(C(=O)Nc3cccc(OC)c3)cn2c1N(CC)CCN(C)C	-4.8	0.8	.	-3.0	2.7	3.3	-10.6	-1.6	.
O=S(=O)(NC1=NCCCCC1)c1ccccc1Cl	-2.7	0.1	-0.9	-0.5	-0.7	-0.4	13.4	1.8	0.2
NC(=O)COC(=O)c1ccc(C(=O)C(=O)c2ccccc2)cc1	5.7	1.4	0.6	-0.4	3.8	-0.2	-6.0	.	0.7
COc1ccccc1C(=O)N(C1=NC(C)CS1)c1ccc(Cl)cc1 (stereo unspecified)	-1.5	1.7	0.6	-1.1	-0.7	i	25.8	-0.7	0.6
Cc1ccc(C(C(=O)NC2CCCC2)N(C(=O)CNC(=O)c2ccco2)c2ccccc2)o1 (stereo unspecified)	-0.2	0.0	-2.5	-5.0	-10.6	-0.2	9.5	-1.7	-0.5
Cc1ccccc1N1C(=O)C2C3CC(=O)C(c4ccccc43)C2C1=O (stereo unspecified)	-0.2	.	0.4	-2.7	5.7	-0.3	-1.8	0.6	3.0
Brc1ccc(CNc2nc3ccccc3n2CCN2CCCCC2)cc1	-1.5	2.1	2.3	-1.9	11.6	-0.8	0.0	.	2.1
Cc1nn(C(C)C(=O)Nc2ccc(Cl)cn2)c(C)c1[N+](=O)[O-] (stereo unspecified)	-0.1	0.5	1.9	3.0	-5.7	5.0	5.4	1.5	-0.3
COc1ccc(CNS(=O)(=O)c2cc(-c3cc(C)no3)ccc2C(C)C)cc1	-5.3	1.7	-1.7	-0.1	4.8	0.7	22.4	-1.7	-0.1
CCOC(=O)C1CCN(c2ncnc3c2c(-c2ccccc2)cn3-c2ccc(C)cc2)CC1	-0.9	1.6	-2.9	-3.0	-6.1	-0.2	7.2	-0.2	1.4
Cn1c(N2CCCCC2)cc(=O)n(C)c1=O	2.3	.	0.8	-0.8	9.7	-0.4	6.6	-0.4	-1.0
Cc1ccc([C@@H]2C[C@H]3[C@@H](CN2S(=O)(=O)c2ccc(Cl)cc2)C(=O)C[C@@H](c2cccc(Cl)c2)N3S(=O)(=O)c2ccc(C)cc2)cc1	0.6	-0.5	.	-1.1	5.2	i	-5.6	-1.3	.
Cc1ccccc1CN(C)CC(=O)NC(C)CCc1ccccc1 (stereo unspecified)	0.0	1.5	0.5	-1.8	3.1	0.7	21.5	-0.3	-0.6
O=C(C1CC1)N1CCc2cc(Br)cc(S(=O)(=O)NCc3ccccn3)c21	5.2	.	0.9	1.2	1.2	0.4	5.3	1.1	-0.3
Cc1ccc(C(=O)NCC(=O)N2CCCN(S(=O)(=O)c3ccc(C)cc3)CC2)cc1	3.0	-1.0	.	-3.0	7.4	-0.6	-3.5	.	0.9
CCOC(=O)C1=C(C)Nc2ncnn2C1c1ccc2c(c1)OCO2 (stereo unspecified)	1.3	4.0	1.8	-1.1	4.2	-10.0	2.7	-1.5	-0.3
COc1ccc(Nc2cccccc2=O)cc1	-0.5	.	0.6	-2.0	4.6	i	2.2	3.9	0.3
CC(=O)c1c(N2CCN(Cc3ccc4c(c3)OCO4)CC2)nc(=S)n(-c2ccccc2)c1C	1.6	0.5	-0.3	-2.8	10.8	7.1	20.2	0.1	1.0
COc1cc(/C=N/NC(=O)c2ccc(N3CCCC3=O)cc2)ccc1O	-1.0	0.0	-0.6	-1.3	43.2*	i	-12.4	-4.7	1.0
O=C(O)/C(=C/c1ccc(Cl)c([N+](=O)[O-])c1)c1ccc(S(=O)(=O)N2CCCCC2)s1	0.1	-0.5	.	1.1	12.5	0.4	8.8	1.9	2.6
COc1ccccc1OCC(=O)Nc1ccc(C(=O)Nc2ccccc2C(=O)O)cc1	1.7	1.3	.	-14.5	5.3	-1.3	4.8	-0.2	.
O=C1CC(c2ccccc2)CN1Cc1ccccc1 (stereo unspecified)	0.9	.	-3.4	-2.4	-9.5	-0.4	-5.3	1.3	0.3
O=C(NCC1CCCO1)c1sc2cc(Cl)ccc2c1Cl (stereo unspecified)	0.5	.	-0.7	0.0	3.3	0.0	3.2	.	-0.4

Entries of single compounds, looked up by structure. Order of values: Mtb FBA inh, TcdB GH inh, UGM FP inh, FadD28 FP inh, GDH-TPI inh, BH1578 lux ind, Y pestis TopoI, Mtb BioA inh, PfHsp40 rescue
COc1cc(/C=N/NC(=O)c2ccc(N3CCCC3=O)cc2)ccc1O across the screens: -1.0, 0.0, -0.6, -1.3, 43.2*, i, -12.4, -4.7, 1.0
COc1ccc(CNS(=O)(=O)c2cc(-c3cc(C)no3)ccc2C(C)C)cc1 across the screens: -5.3, 1.7, -1.7, -0.1, 4.8, 0.7, 22.4, -1.7, -0.1
CC(=O)c1c(N2CCN(Cc3ccc4c(c3)OCO4)CC2)nc(=S)n(-c2ccccc2)c1C across the screens: 1.6, 0.5, -0.3, -2.8, 10.8, 7.1, 20.2, 0.1, 1.0
COc1ccccc1C(=O)N(C1=NC(C)CS1)c1ccc(Cl)cc1 (stereo unspecified) across the screens: -1.5, 1.7, 0.6, -1.1, -0.7, i, 25.8, -0.7, 0.6

Gathered by group: those above with a thiophene ring, fused or not
canonical_smiles	Mtb FBA inh	TcdB GH inh	UGM FP inh	FadD28 FP inh	GDH-TPI inh	BH1578 lux ind	Y pestis TopoI	Mtb BioA inh	PfHsp40 rescue
O=C(O)/C(=C/c1ccc(Cl)c([N+](=O)[O-])c1)c1ccc(S(=O)(=O)N2CCCCC2)s1	0.1	-0.5	.	1.1	12.5	0.4	8.8	1.9	2.6
O=C(NCC1CCCO1)c1sc2cc(Cl)ccc2c1Cl (stereo unspecified)	0.5	.	-0.7	0.0	3.3	0.0	3.2	.	-0.4

Additional records:
canonical_smiles	Mtb FBA inh	TcdB GH inh	UGM FP inh	FadD28 FP inh	GDH-TPI inh	BH1578 lux ind	Y pestis TopoI	Mtb BioA inh	PfHsp40 rescue
CC1CCc2cccc3c2N1c1cc(C#N)c(C#N)cc1O3 (stereo unspecified)	-4.8	0.2	4.6	-0.6	12.4	-0.2	-0.7	-4.6	0.3
COc1ccccc1NCN1C(=O)CCC1=O	1.5	0.5	-1.5	-1.7	-14.9	-0.2	-9.2	-2.1	1.1
COc1ccccc1C1NC(c2ccccc2OC)C(C)C(=O)C1C (stereo unspecified)	2.6	.	.	-2.4	20.1	-1.2	-3.8	.	-1.5
CCCn1c(C)cc(C(=O)CN2C(=O)NC3(CCCCCC3)C2=O)c1C	3.1	-4.0	.	-0.5	2.2	i	11.3	-1.2	.
CCOC(=O)c1cnc2c(Cl)cccc2c1NCCCN1CCOCC1	-2.7	-11.6	2.7	-4.1	18.2	-2.0	6.7	-3.5	-0.1
O=C1CC(c2ccco2)CC(O)=C1C=NCCO (stereo unspecified)	0.7	.	1.3	-3.8	-12.2	.	2.4	-1.6	1.3
O=C(CSC1=NCCS1)N1CCc2ccccc21	3.3	.	0.2	0.0	-2.3	0.2	2.4	5.0	2.2
COC(=O)Cn1cc(/C=N/NC(=O)COc2cccc3cccnc23)c2ccccc21	-2.4	0.3	2.0	-5.5	0.4	2.6	13.2	.	-0.1
O=C(COC(=O)c1ccc(NS(=O)(=O)c2cccs2)cc1)Nc1nc2c(F)c(F)c(F)cc2s1	4.7	.	.	-6.1	0.6	1.4	-5.8	.	-0.2
Cc1cccc(NC(=O)COC(=O)CSc2ccccc2)c1C	2.6	-0.4	-3.8	-1.9	-0.3	0.8	-2.4	-1.3	-1.1
CC(NC(=O)Cn1nc(C(F)(F)F)c2c1CCC2)c1ccccc1 (stereo unspecified)	3.1	.	0.9	0.4	6.6	6.2	1.9	-1.9	-1.8
COc1ccc(CCNC(=O)CCC(=O)N2CCN(S(=O)(=O)c3ccc(Cl)cc3)CC2)cc1OC	-2.1	.	-0.1	0.2	2.6	3.7	3.7	-3.4	-1.6
Cc1ccc(S(=O)(=O)NC(CC(=O)N2CCOCC2)c2ccco2)cc1 (stereo unspecified)	1.3	.	-1.7	-1.5	-6.0	i	-2.1	9.5	-1.1
O=C(O)C1CCN(S(=O)(=O)c2ccc(N3CCC(O)CC3)c([N+](=O)[O-])c2)CC1	-4.4	0.6	-2.2	0.2	-1.4	i	4.6	0.3	-0.2
O=C1CC(c2ccc(F)cc2)C2=C(CCCC2=O)N1 (stereo unspecified)	7.7	.	0.1	-0.7	-6.8	i	4.0	-1.3	-1.0
O=C(Cc1ccccc1)N/N=C/c1ccc(Cl)cc1Cl	-2.0	.	-1.3	-2.2	10.7	i	6.6	-1.9	1.3
CCN(CC)CCCOc1ccc(Cl)c(Cl)c1	1.3	.	-3.9	-3.3	4.4	-0.6	-4.3	.	-1.1
Cc1cc(N2CCCCC2)ccc1C=C1C(=O)N(C)C(=S)N(C)C1=O	3.8	.	1.1	-0.5	18.4	1.1	3.2	.	-0.5
Cc1nnc(SCC(=O)N2CC(C)OC(C)C2)n1-c1ccccc1 (stereo unspecified)	0.5	1.5	-1.0	-1.5	1.5	i	-7.0	-0.6	-0.2
CS(=O)(=O)N(CC(=O)NC1CCCC1)c1cccc(F)c1	0.5	.	-2.1	-2.7	10.8	i	6.2	-1.0	-1.0
CC(C)OCCCNc1ncc2c(n1)CC(c1ccc(N(C)C)cc1)CC2=O (stereo unspecified)	-3.7	.	0.5	-0.8	6.3	-0.8	-3.5	-2.2	1.4
CNC(=O)c1nnc(Cc2ccc(F)cc2)o1	-0.8	0.1	-2.6	0.2	-13.0	-0.2	2.7	0.2	-0.9
Cc1cc(C)c2nc(SCC(=O)Nc3cc(C)on3)c(C#N)cc2c1	3.0	-1.0	-0.3	-3.4	3.0	-0.4	5.4	-2.3	-0.7
CC(=O)Nc1ccc2nc(NC(=O)COc3cccc(C)c3)sc2c1	-1.5	2.3	1.6	-3.2	3.7	i	-13.8	-2.4	1.2
O=C(CN1CCN(c2ccccc2O)CC1)NCCCc1ccccc1	4.4	1.4	1.8	0.0	-0.6	i	26.1	.	-1.1
COc1cccc(C(=O)N2CCN(C3CCC(c4ccccc4)CC3)CC2)c1 (stereo unspecified)	2.4	.	.	-1.0	2.6	i	30.6	1.1	0.5
COc1ccc(N2C(=O)CC(N3CCN(S(=O)(=O)c4ccc(Cl)cc4)CC3)C2=O)cc1 (stereo unspecified)	4.0	0.3	2.1	-0.5	-1.9	i	2.7	.	0.1
CCN1CCN(c2ccc(S(=O)(=O)N3CCCCC3)cc2NC(=O)Cc2c(F)cccc2Cl)CC1	0.7	0.3	-2.1	-1.4	8.2	i	24.0	-1.6	0.9
CC(C)CCNC(=O)C(C)N(Cc1ccc(F)cc1)C(=O)c1ccc(CN2CCOCC2)o1 (stereo unspecified)	1.2	-0.8	-0.5	0.9	-1.3	i	17.2	.	0.0
O=C(Nc1ncccc1O)c1ccc(C(=O)c2ccccc2)cc1	-1.3	0.6	.	-2.3	7.0	i	5.5	-1.8	-1.7
COc1cc(-c2nnc(SCC(=O)N3CCCC3)o2)cc(OC)c1OC	1.0	.	-2.1	0.2	6.0	-0.5	-4.0	-0.2	-0.4
COc1ccc([C@H]2CC(=O)C=C(c3cc4ccccc4s3)C2)cc1	0.2	-0.2	0.0	-0.9	-0.8	2.9	0.2	-0.8	0.5
O=C(COc1ccc(Br)cc1CNC1CCCCC1)NCCc1ccccc1	-1.5	-0.6	-3.7	-1.2	-1.2	-0.6	13.2	2.3	0.0
Cc1c(NC(=O)Nc2cccc(Cl)c2)c(=O)n(-c2ccccc2)n1C	-1.0	.	-1.3	-2.3	1.2	-0.5	-5.0	-4.2	-1.0
